Source: PubChem (National Center for Advancing Translational Sciences (NCATS))
12-hLO inh: blocks human 12-lipoxygenase activity | purified 12-hLO, xylenol orange hydroperoxide absorbance | 150,000 compounds, 0.12% hits | P18054 | Potency, µM (series often up to 57.1 µM), without a hit: at the highest dose activity change, negative = inhibition, usual class: inhibitors; note: potency is the fitted concentration of half-maximal effect; nearly all actives have a fitted effect of over 55% in size; many of its hits are not listed in these tables
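Xylenol orange chromogenic assay: hydroperoxide from 12hLO oxidises Fe(II), giving red-shifted Fe(III)-XO absorbance. Conditions: 150 nM enzyme, 40 uM arachidonic acid, 25 mM Hepes pH 7.0, 0.01% Triton X-100, 30 min, room temperature.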
PNC assembly inh: perinucleolar compartment assembly inhibition; activity change (PNC), negative = inhibition, % at 10 µM; PC3M PTB-GFP, PNC prevalence imaging, 16 h; active compounds read low; 140,000 compounds, 3.1% hits;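 active = readout at or below -70, meaning at least 70% loss of cells showing the perinucleolar compartment, a nuclear body marking cancer cells; inconclusive = readout between -30 and a set limit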;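 note: plate controls were DMSO wells for no effect and camptothecin positive control wells for full effect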
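PC3M cells stably expressing PTB-GFP, 750–1000 cells/well, treated 16 h at 37 °C with compound (23 nl of library stock), in duplicate. After paraformaldehyde fixation and Hoechst stain, imaged at 20x; PNC prevalence scored by image analysis.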
IMPase cell inh: IMPase inhibition in cells. P97697. CHO-M1 cells, IP1 accumulation, HTRF TR-FRET ratio. inhibition (IP1 accumulation), % at 46.1 µM. 120,000 tested, under 10 active. AID 901; active = well fitted curve in the direction sought with a large enough effect in the signal ratio, not every such curve was filed as active; inconclusive = small, poorly fitted or top-dose-only effect, or a change in a side signal; inactive = no such curve, though single readings can be large or run the other way; the % refers to the signal ratio;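 note: cells stimulated with carbachol in lithium chloride buffer; plate controls were DMSO basal wells for no effect and reference inhibitor wells for full effect; higher means more IMPase inhibition seen as more IP1 and lower FRET ratio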
Target sequence (P97697 whole entry, looked up): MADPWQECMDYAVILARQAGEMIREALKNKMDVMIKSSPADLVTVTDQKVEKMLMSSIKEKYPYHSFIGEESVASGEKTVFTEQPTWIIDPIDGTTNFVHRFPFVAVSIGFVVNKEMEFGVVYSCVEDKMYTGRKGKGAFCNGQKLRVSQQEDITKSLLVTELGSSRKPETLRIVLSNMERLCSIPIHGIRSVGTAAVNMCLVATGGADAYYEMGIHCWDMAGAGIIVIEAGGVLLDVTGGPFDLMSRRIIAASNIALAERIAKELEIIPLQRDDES
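The IP-One HTRF competitive assay in carbachol-stimulated CHO-M1 cells quantifies cellular IP1. Compounds spanned up to 46 uM final, and activity is expressed as AC50 from concentration-response fits of the ratio and donor data.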
ALOX15B inhib: 15-hLO-2 (ALOX15B) enzyme inhibition. purified 15hLO-2, xylenol orange hydroperoxide absorbance. Potency, µM (titrated, usually from 57.1 µM), for inactives: at the highest dose activity change, negative = inhibition, usual class: inhibitors. 110,000 compounds, 0.56% hits. O15296; note: potency is the fitted concentration of half-maximal effect; nearly all actives have a fitted effect of over 60% in size; many of its hits are not listed in these tables
Target sequence (O15296 whole entry, looked up): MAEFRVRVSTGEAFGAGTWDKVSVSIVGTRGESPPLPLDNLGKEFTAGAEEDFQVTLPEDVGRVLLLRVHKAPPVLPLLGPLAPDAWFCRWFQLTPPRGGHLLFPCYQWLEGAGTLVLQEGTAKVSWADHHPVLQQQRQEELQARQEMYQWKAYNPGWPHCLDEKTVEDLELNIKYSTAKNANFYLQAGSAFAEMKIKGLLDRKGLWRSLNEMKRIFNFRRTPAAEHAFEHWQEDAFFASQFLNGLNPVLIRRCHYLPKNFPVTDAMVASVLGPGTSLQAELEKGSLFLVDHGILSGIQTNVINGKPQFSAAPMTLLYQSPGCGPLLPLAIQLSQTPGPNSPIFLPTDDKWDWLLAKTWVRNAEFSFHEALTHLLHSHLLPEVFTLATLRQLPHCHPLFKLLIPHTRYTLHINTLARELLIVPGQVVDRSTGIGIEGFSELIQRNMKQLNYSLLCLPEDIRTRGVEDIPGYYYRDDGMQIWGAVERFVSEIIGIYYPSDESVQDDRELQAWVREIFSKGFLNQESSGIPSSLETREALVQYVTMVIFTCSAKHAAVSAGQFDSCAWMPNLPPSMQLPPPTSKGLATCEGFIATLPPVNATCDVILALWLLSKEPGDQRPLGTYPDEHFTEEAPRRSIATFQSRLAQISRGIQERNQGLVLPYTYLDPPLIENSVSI
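Screening format was qHTS against 50 nM purified 15hLO-2 in Hepes pH 7.5 with detergent. Activity follows hydroperoxide formation from 45 uM arachidonic acid, measured as 573:405 nm absorbance ratio of the ferric-xylenol orange complex.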
* = called active by the depositor; ? = inconclusive; nt = no result given; & = joins results of further samples; [ ] = dose if it differs, or a comment. Unless noted, calls come from the whole dose curve; as a rule, active = well fitted curve in the direction sought with a large enough effect; inconclusive = small, poorly fitted or top-dose-only effect, or another doubt; inactive = no such curve, though single readings can be large; an effect the other way counts as inactive or inconclusive. Unless noted, % is set by controls: 0 for no effect and ±100 for the full control effect.

SMILES	12-hLO inh	PNC assembly inh	IMPase cell inh	ALOX15B inhib
O=S(=O)(c1ccc(Br)s1)N1CCN(c2ncccn2)CC1	5%	21	8	-1%
COc1ccc(CNC(=O)CCn2cccc2)cc1	-3%	67	-4	2%
CC(=O)Nc1ccccc1NC(=O)C(F)(F)F	-1%	15	-13	3%
NC12CC3CC(C1)CC(O)(C3)C2	2%	33	-1	0%
COc1ccc(CCNC(=O)CCNC(=O)c2ccc(Br)cc2)cc1OC	17%	16	2	nt
Nc1nc2nc3c(nc2c(=O)[nH]1)CN(c1ccc(C(=O)O)cc1)C3=O	2%[11.4 µM]	nt	nt	-11%[11.4 µM]
COc1cc(CN2CCN(c3ccccc3F)CC2)cc(OC)c1O	-3%	-3	5	-11%
Nc1ccc(C(=O)Nc2ccccc2C(=O)O)cc1	5%	-4	-2	-4%
O=C(CCCCn1c(=O)c2ccccc2n(CC(=O)Nc2cccc(F)c2)c1=O)NCc1ccco1	-5%	19	6	-14%
O=C(O)CC(CC(=O)O)C(=O)O	-1%[11.4 µM]	nt	nt	3%[11.4 µM]
CC(C)CN(CC(C)C)c1nc(N)c(C#N)c(CC#N)c1C#N	-4%	11	-1	0%[2.29 µM]
NC(=O)CN1CCOCCOCCN(CC(N)=O)CCOCC1	1%	8	-3	41%[activator]
COc1ccc(N(CC(=O)NCCSc2ccccn2)S(C)(=O)=O)cc1	0%	26	-10	4%
O=C(/C=C/c1ccc(Cl)cc1)Nc1ccc(N2CCCCC2)cc1	5%	12	1	1%
C/C(=N/NS(=O)(=O)c1ccccc1)c1ccc(NC(=O)C(F)(F)F)cc1	-1%	9	nt	nt
N#Cc1ccc(CN2CCCC3(CCN(C(=O)c4ccncc4)CC3)C2)cc1	5%	nt	nt	4%
COc1ccc(CNc2nc3ccccc3n2CCN2CCCCC2)c(OC)c1	-23%	-8	6	65%[activator]
O=C(NCc1ccc(-c2nc3ccccc3s2)cc1)c1cc2ccccc2o1	-1%	-14	-11	nt
O=C(Nc1ccc2c(c1)oc1ccccc12)C1CC1	-7%	14	?	5%
CCCc1nc(SCC(=O)N2CCCC2)c2ccccc2n1	-2%	9	3	13%
COc1ccc(C2=N[C@@H](C(C)C)CO2)cc1	-1%[0.00818 µM]	nt	nt	17%[0.0915 µM]
CCn1c(=NC(=O)CSC(C)=O)sc2ccccc21	-1%	29	3	-7%
COc1ccc(C[C@@H]2C(=O)N[C@H](C)C(=O)N(C)[C@@H]3Cc4ccc(cc4)Oc4cc(ccc4O)C[C@H](C(=O)N[C@@H](C)C(=O)N[C@H](C)C(=O)N2C)N(C)C3=O)cc1	-5%[11.4 µM]	nt	nt	-2%[11.4 µM]
COc1ccccc1CN(C)C(=O)C1(c2ccc(Cl)cc2)CC1	1%	-13	3	nt
O=C1C(=O)N(Cc2cccc([N+](=O)[O-])c2)c2ccccc21	1%	155	nt	nt
Next part:
SMILES	12-hLO inh	PNC assembly inh	IMPase cell inh	ALOX15B inhib
O=C(CSc1nc(-c2ccccc2Cl)ns1)NCc1ccc2c(c1)OCO2	-4%	15	nt	nt
O=C(CSc1nc2ccc(Cl)cc2[nH]1)NCCc1ccccc1	-2%	?	nt	nt
O=C(O)c1cc(C(=O)O)cc(N2C(=O)c3ccccc3C2=O)c1	1%[11.4 µM]	nt	nt	-6%[11.4 µM]
CCC(C)C(NC(=O)c1ccc(Cl)cc1Cl)C(=O)O (stereo unspecified)	-2%	24	nt	nt
O=C(COc1ccccc1F)N1CCN(S(=O)(=O)/C=C/c2ccccc2)CC1	-2%	94	nt	nt
CCNc1ccc(C(=O)O)cc1N	3%	?	nt	nt
O=C(NCC1CCN(c2ccc(S(=O)(=O)N3CCOCC3)cc2)CC1)c1cccc(Cl)c1	3%	-5	16	2%
CCc1ccc2oc(-c3cc(N)cc(C)c3O)nc2c1	-14%	-107*	0	17%
O=[N+]([O-])c1ccc(OCC(O)CN(C2CCCCC2)C2CCCCC2)cc1 (stereo unspecified)	-4%	37	nt	nt
Cc1cccc(Nc2nnc(SCC(=O)NC(=O)Nc3ccc4c(c3)OCCO4)s2)c1	-2%	?	nt	nt
CC(C)c1nc(=S)n(-c2ccccc2)[nH]1	-4%	37	-2	11%
CCOC(=O)C(Oc1ccc2c(-c3ccc(OC)cc3)cc(=O)oc2c1C)c1ccccc1 (stereo unspecified)	-3%	14	3	-11%
CC(=O)c1ccc(NC(=O)N2CCN(c3cccc(Cl)c3)CC2)cc1	-10%	28	6	4%
CC(=O)C1=C(O)C(=O)N(Cc2ccccc2)C1c1ccccc1F (stereo unspecified)	17%	?	-21	16%
COC(=O)c1cccc(-n2[nH]nnc2=S)c1	9%	22	10	-1%
Cc1ccccc1Cn1cc(NC(=O)COc2ccccc2)cn1	-8%	?	0	-20%
CN1CCCN(C(=O)c2cc(=O)[nH]c3ccccc23)c2nc3ccccc3nc21	1%	33	-3	-8%
CN1CCN(C2=C(Cl)C(=O)N(c3ccc(Cl)c(Cl)c3)C2=O)CC1	?	38	-1	1%
O=C(O)c1cc([N+](=O)[O-])ccc1N1CCC(Cc2ccccc2)CC1	-1%	24	-9	nt
Cc1cc(Nc2ccccc2C(=O)O)nc2nc3ccccc3c(=O)n12	-1%	-90*	0	3%
CN(c1ccccc1C(N)=O)S(=O)(=O)c1ccccc1	1%	-1	6	nt
C/C(=N/Oc1nc(C)cc(C)n1)c1ccc(F)cc1	-2%	?	3	-6%
C=C1CSc2nc(=O)c3c(C)c(C)sc3n21	0%	?	1	4%
CN(C)c1ccc(/C=N\NC(=O)c2cnc3ccccc3c2)cc1	2%[11.4 µM]	nt	nt	-6%[11.4 µM]
C[C@@]12C(=O)OC(=O)[C@]1(C)[C@H]1CC[C@@H]2O1	-2%[25.6 µM]	nt	7[20.6 µM]	14%[25.6 µM]
More structures:
SMILES	12-hLO inh	PNC assembly inh	IMPase cell inh	ALOX15B inhib
N#C/C(=C\c1cn(Cc2ccccc2F)c2ccccc12)C(=O)NCc1ccco1	4%	98	10	nt
CC(=O)N(CN1C(=O)c2ccccc2C1=O)c1cccc(C)c1	1%	16	3	3%
Cc1cc(NC(=O)CN2CCCCC2C)no1 (stereo unspecified)	-5%	-18	-3	-9%
O=S(=O)(c1cccc(C(F)(F)F)c1)N1CCC(O)(c2cccnc2)CC1	-2%	41	17	2%
COc1cccc(N(C(=O)Cn2nnc(-c3cccs3)n2)C(C(=O)NC2CCCCC2)c2ccncc2)c1 (stereo unspecified)	6%	3	-6	nt
CCC(C)NC(=O)CCC(=O)NNc1nc2ccccc2c2nc(C)nn12 (stereo unspecified)	2%	?	nt	nt
Cn1c(=O)n(C)c2cc(C(=O)c3ccccc3)ccc21	0%	8	14	-12%
CCC(C)(C)n1nnnc1C(c1cc2cc(C)cc(C)c2[nH]c1=O)N1CCN(C(=O)c2ccco2)CC1 (stereo unspecified)	-1%	-11	-11	-14%
CC(C)(C)n1nnnc1C(c1cccnc1)N(Cc1ccccc1)Cc1cccs1 (stereo unspecified)	2%	-9	?	57%[activator]
CCn1c(/C=C/c2c(C)n(CC)c3ccccc23)nc2ccccc2c1=O	-1%	-3	7	nt
COc1ccccc1-c1n[nH]c(=S)n1-c1ccccc1	3%	?	?	-21%
CCOC(=O)c1c(-c2ccc(C)cc2)csc1NC(=O)c1ccc(N2C(=O)CCC2=O)cc1	0%	16	nt	nt
Cc1nc(/N=C(\N)Nc2ccccc2)nc2ccccc12	-1%	49	5	4%
COc1ccccc1N1C(=O)C2ON(c3ccccc3)C(c3ccc(N(C)C)cc3)C2C1=O (stereo unspecified)	6%	22	-2	nt
COc1cc(C(=O)NC(=S)Nc2ccc([N+](=O)[O-])cc2C)cc(OC)c1OC	2%	-25	nt	nt
COc1ccc(/C(C)=N/OC/C(O)=C(\C#N)c2nc3ccccc3[nH]2)c(OC)c1	1%	?	8	nt
Cc1nn(-c2ccccc2)c(N2CCCC2)c1/C=N/NC(=O)c1cc(-c2ccccc2)nc2ccccc12	3%	0	9	nt
Cc1ccc(N2C(=O)CC(N3CCN(C4CCc5ccccc5C4)CC3)C2=O)cc1 (stereo unspecified)	-7%	-15	-1	7%
Cc1cc(C)nc(Sc2c(C)n[nH]c2C)n1	-4%	?	-3	-3%
Cc1ccc(N2C(=O)C(O)(C(F)(F)F)C3=C2CC(C)(C)CC3=O)cc1C (stereo unspecified)	7%	17	2	-1%
Cc1ccc(N2CCCn3c2cc(C)c(C#N)c3=O)cc1C	-4%	288	-2	nt
CCSc1nc(CC)c2c(c1C#N)CCCC2	0%	30	nt	nt
Cn1c(=O)[nH]c(=O)c2c1nc(N1CCCC1)n2CCCSc1nc2ccccc2o1	-4%	45	4	-5%
COc1ccccc1-c1c(C)nn2c(C)cc(C)nc12	2%	?	-4	-3%
CCn1c(SCC(=O)Nc2ccc(OC)c(OC)c2)nnc1-c1cccs1	1%	?	6	-2%
Continued:
SMILES	12-hLO inh	PNC assembly inh	IMPase cell inh	ALOX15B inhib
Cn1c(=O)oc2cc(S(=O)(=O)NCCN3CCN(c4ccccc4)CC3)ccc21	6%	-1	-3	13%
NC(N)=NNC(=O)C(=O)O	4%[11.4 µM]	nt	nt	0%[11.4 µM]
Cc1ccc(C(=O)CSc2ncnc3sc4c(c23)CCCC4)cc1	-1%	?	-1	-9%
COC(=O)c1cc(NC(=O)Cc2ccccc2[N+](=O)[O-])cc(C(=O)OC)c1	6%	?	12	-2%
COc1ccc(S(=O)(=O)N2CCN(Cc3c[nH]c4ccccc34)CC2)cc1	-6%	-25	7	-3%
Nc1c2c(nc3ccn(-c4ccccc4)c(=O)c13)CCCCC2	0%	24	7	0%
O=C(CC(CC(=O)c1ccccc1)C(=O)O)c1ccccc1	-4%	?	1	12%
O=C(Nc1ncc(Cc2cc(Cl)ccc2Cl)s1)c1ccc([N+](=O)[O-])cc1	-1%	-25	2	-2%
Cc1cs/c(=N\N=C\c2ccc(O)cc2)n1Cc1ccco1	-4%	27	nt	nt
COc1ccc(S(=O)(=O)N(c2onc(C)c2Cl)S(=O)(=O)c2ccc(OC)cc2)cc1	3%	2	33[activator]	0%
CCCOc1cccc(NC(=O)OC2CCN(C)CC2)c1	1%	-29	nt	nt
CCCCC[C@H](O)/C=C/[C@@H]1[C@@H](CCCCCCC(=O)O)[C@@H](O)C[C@H]1O	-1%&-3%	9	nt	nt
CCCCN(C(=O)Cn1nnc2ccccc21)C(C(=O)NCCOC)c1ccc(OC)cc1OC (stereo unspecified)	2%	-12	-4	-1%
COc1cccc(-c2nc(N3CC(C)CC(C)C3)c3ccccc3n2)c1O (stereo unspecified)	-2%	?	3	17%
CC(=O)Nc1ccc(SCC(=O)OCC(=O)NC(=O)NCc2ccco2)cc1	4%	-20	-1	3%
CC(=O)Nc1ccc(S(=O)(=O)Nc2nc3ccccc3s2)cc1	-5%	15	9	-6%
CC(=O)c1cc(-c2ccc(F)cc2)n(CC(=O)NCc2cccs2)c1C	0%	1	5	-11%
O=C(Oc1ccc(N(Cc2cccs2)C2=NS(=O)(=O)c3ccccc32)cc1)c1ccccc1Cl	0%	?	0	nt
CCCCC(CC)CNC(=O)C(=O)c1ccccc1NC(C)=O (stereo unspecified)	-1%	36	nt	nt
O=C(CSc1nc2nc3c(cc2c(=O)n1-c1ccccc1)CCCC3)Nc1ccccc1	-3%	28	4	nt
Cc1cc(NCCC(C)C)n2nc(C)c(-c3ccccc3)c2n1	1%	-9	12	20%

Ordered by the number under PNC assembly inh (high to low): some entries from above
SMILES	12-hLO inh	PNC assembly inh	IMPase cell inh	ALOX15B inhib
O=[N+]([O-])c1ccc(OCC(O)CN(C2CCCCC2)C2CCCCC2)cc1 (stereo unspecified)	-4%	37	nt	nt
O=S(=O)(c1ccc(Br)s1)N1CCN(c2ncccn2)CC1	5%	21	8	-1%
Cc1nn(-c2ccccc2)c(N2CCCC2)c1/C=N/NC(=O)c1cc(-c2ccccc2)nc2ccccc12	3%	0	9	nt
Nc1ccc(C(=O)Nc2ccccc2C(=O)O)cc1	5%	-4	-2	-4%

The list is partial, so the mix of outcomes need not match the whole.
